# Source: PubChem BioAssay
# SENP1 FRET inh = SENP1 (human) catalytic domain inhibition | Q9P0U3 | recombinant SENP1 catalytic domain, CyPet-SUMO1-YPet FRET cleavage | inhibition, % at 10 µM | hit rate 0.21% among 360,000 | AID 624204;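 active means inhibition at least 30% at 10 µM, raw YFP signal under a set limit, fluorescence ratio 0.5 to 1.5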;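 further: 0% = enzyme with DMSO and 100% = no enzyme wells; some results filed as inactive read as strong as hits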
#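 material = recombinant human SENP1 catalytic domain, His6-tagged | quantity = 20 pM enzyme | reagent = 25 nM SUMO1 FRET substrate | compound dosing = 10 µM single point, 0.5% DMSO | timing = 50 min enzyme reaction, room temperature, light-protected | detection = FRET, CFP and YFP emission | control set = no-enzyme low, enzyme-DMSO high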
# PfGluPho inh = PfG6PD (Plasmodium falciparum) enzyme inhibition; AID 504690; hit rate 0.78% among 350,000; inhibition, % at 20 µM; PfGluPho enzyme, NADPH resazurin-diaphorase fluorescence;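 active means inhibition reaching at least a set limit at 20 µM in the primary screen, cut at about 59% in these data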;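 further: 0% = DMSO wells with substrate and 100% = DMSO wells lacking glucose-6-phosphate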
# HKDC1 inhibitor = HKDC1 (human) hexokinase inhibition; recombinant HKDC1, G6PDH/diaphorase resazurin coupled fluorescence; hit rate 0.16% among 340,000; AID 493160; inhibition, % at 20 µM;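 active means inhibition above about 35% when tested at 20 µM, limit read from the data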;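 further: plate controls were DMSO wells with enzyme for no effect and DMSO wells lacking enzyme for full effect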
# Target sequence (Q2TB90 whole entry, looked up): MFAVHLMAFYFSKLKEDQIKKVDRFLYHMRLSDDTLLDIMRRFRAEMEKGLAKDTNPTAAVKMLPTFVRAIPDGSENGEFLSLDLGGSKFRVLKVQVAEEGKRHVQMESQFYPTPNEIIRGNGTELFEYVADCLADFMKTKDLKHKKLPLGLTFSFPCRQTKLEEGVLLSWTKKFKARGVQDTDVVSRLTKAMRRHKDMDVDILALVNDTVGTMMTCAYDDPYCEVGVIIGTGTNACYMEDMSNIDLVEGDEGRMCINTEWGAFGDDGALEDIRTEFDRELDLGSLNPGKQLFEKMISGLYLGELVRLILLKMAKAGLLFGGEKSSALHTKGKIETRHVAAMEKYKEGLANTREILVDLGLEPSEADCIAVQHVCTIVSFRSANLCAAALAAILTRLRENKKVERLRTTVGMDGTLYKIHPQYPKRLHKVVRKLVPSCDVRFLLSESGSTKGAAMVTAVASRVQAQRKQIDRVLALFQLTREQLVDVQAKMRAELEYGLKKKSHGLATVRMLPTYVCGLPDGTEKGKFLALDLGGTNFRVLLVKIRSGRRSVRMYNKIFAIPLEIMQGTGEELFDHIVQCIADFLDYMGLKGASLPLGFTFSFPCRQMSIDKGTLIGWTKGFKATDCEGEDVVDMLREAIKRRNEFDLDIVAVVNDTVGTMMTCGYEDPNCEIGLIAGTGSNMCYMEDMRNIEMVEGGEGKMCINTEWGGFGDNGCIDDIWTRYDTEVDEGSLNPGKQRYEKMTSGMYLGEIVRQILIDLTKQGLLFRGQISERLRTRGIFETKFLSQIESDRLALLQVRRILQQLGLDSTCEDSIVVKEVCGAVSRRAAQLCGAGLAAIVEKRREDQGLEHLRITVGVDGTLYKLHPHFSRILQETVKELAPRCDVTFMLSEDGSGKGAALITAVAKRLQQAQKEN
#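 Assay system – recombinant HKDC1 (HK5) hexokinase enzyme, produced in-house · Input – HKDC1 at 5 µg/mL · Reagent – glucose plus 1 mM ATP as hexokinase substrates · Timing – 90 min reaction incubation at room temperature, dark · Measured by – G6PDH/diaphorase-coupled fluorescence, 1 mM NADP, 100 µM resazurin, 525/613 nm · Benchmarks – DMSO-enzyme wells negative, buffer-substituted wells positive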
# SENP8 block-1 = blocks the human protease SENP8 | purified SENP8, Z-RLRGG-aminoluciferin cleavage, luminescence | Q96LD8 | inhibition, % at 10 µM | hit rate 1.2% among 330,000 | AID 2540; in the data active means inhibition above about 50%
# Target sequence (Q96LD8 whole entry, looked up): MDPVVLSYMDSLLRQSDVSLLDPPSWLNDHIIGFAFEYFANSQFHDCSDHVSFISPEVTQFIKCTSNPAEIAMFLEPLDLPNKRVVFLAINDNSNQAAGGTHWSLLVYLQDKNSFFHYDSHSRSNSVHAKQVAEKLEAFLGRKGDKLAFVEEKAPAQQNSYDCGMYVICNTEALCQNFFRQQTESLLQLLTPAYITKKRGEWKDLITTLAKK
# Apaf-1 inh = blocks human Apaf-1 apoptosome activity. hit rate 0.71% among 330,000. inhibition, % at 20 µM. O14727. AID 489030. reconstituted apoptosome caspase-3 activity, DEVD-Rh110 fluorescence; active means inhibition of at least 40% at 20 µM;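 further: plate controls were DMSO wells for no effect and DEVD-CHO caspase inhibitor wells for full effect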
#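 Material: reconstituted apoptosome with Apaf-1, cytochrome c, caspase-9, procaspase-3, dATP. Technique: Rh110 fluorescence intensity. Buffer or medium: pH 7.5 Hepes buffer with CHAPS, BSA, DTT. Times: 30 min plus 50 min, RT.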
# SENP8 block-2 = inhibitors of human SENP8 protease. AID 602440. Q96LD8. inhibition, % at 20 µM. recombinant SENP8, Nedd8 substrate fluorescence. hit rate 0.64% among 360,000; in the data active means inhibition mostly above about 40%, no sharp cut-off; inactive means mostly below about 27%
# SENP6 block = inhibitors of human SENP6 protease | hit rate 1.8% among 330,000 | Q9GZR1 | inhibition, % at 10 µM | Recombinant SENP6 catalytic domain, aminoluciferin luminescence;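 active means inhibition above about 50% at the single tested dose, limit read from the data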;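 further: plate controls were DMSO wells with enzyme for no effect and DMSO wells lacking enzyme for full effect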
# SENP7 inh = SENP7 protease inhibition | Q9BQF6 | recombinant SENP7, Z-RLRGG-aminoluciferin luminescence, 40 min | inhibition, % at 5 µM | hit rate 1.5% among 330,000 | AID 434973;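 active means inhibition above about 50% at the single test dose, limit read from the data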;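 further: plate controls were DMSO with enzyme for no effect and no enzyme buffer wells for full effect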
# NALP3 yeast inh = NALP3 inhibition in yeast; hit rate 0.39% among 330,000; Yeast reconstituted NLRP3/ASC/caspase-1, beta-gal luminescence, 24 h; inhibition, % at 10 µM;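 active means inhibition of 50% or more; inactive means inhibition below 50%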;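 further: plate controls were induced DMSO wells for no effect and uninduced yeast grown without galactose for full effect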
# * hit, by the source's call; · = not tested or not shown. Hits appear at their usual frequency; overall some 4.1% were active at least once.
SMILES	SENP1 FRET inh	PfGluPho inh	HKDC1 inhibitor	SENP8 block-1	Apaf-1 inh	SENP8 block-2	SENP6 block	SENP7 inh	NALP3 yeast inh
Cc1occc1C(=O)Nc1ccc2c(c1)OCCO2	-2	17	-3	73*	-15	8	89*	84*	13
Cc1ccc(S(=O)(=O)N2CCOCC2)cc1C(=O)NCC1CCCCC1	-1	-9	3	-1	-7	2	-6	-8	15
O=C(Cn1nnc(-c2ccc(Cl)cc2)n1)NCC1CCCCC1	0	-13	3	-4	-13	40	-4	0	10
c1csc(Cc2nn3c(-c4ccncc4)nnc3s2)c1	-6	1	-5	9	78*	10	2	-5	4
COc1ccc2oc(=O)c(C(=O)N3CCCc4ccccc43)cc2c1	2	-5	-3	2	-13	13	-10	17	-8
CC(C)Nc1nc(NC(C)C)nc(C(N)=O)n1	0	-11	-5	-7	-4	6	-21	-5	6
O=C(Nc1cccc(S(=O)(=O)NC2=NCCCCC2)c1)c1cc(-c2ccccc2Cl)nc2ccccc12	-3	0	-4	0	22	18	1	-3	-3
C/C=C/c1ccc(OCC(=O)Nc2cc(OC)c(OC)c(OC)c2)c(OC)c1	-2	-11	5	-4	3	4	-2	9	6
O=C(COC(=O)c1ccc(S(=O)(=O)N2CCOCC2)cc1)Nc1ccccc1F	2	-13	1	6	-11	6	5	5	2
CC(C)(C)NC(=O)CCN(/N=C/c1ccc([N+](=O)[O-])o1)C1=NS(=O)(=O)c2ccccc21	-10	4	-9	·	·	27	·	·	·
O=c1cc(CO)oc(CN2CCCC2)c1O	0	-26	1	2	-18	6	8	0	4
CCCCCSc1nc2c(cnn2-c2ccc(F)cc2)c(=O)[nH]1	1	-9	-1	3	10	14	15	2	14
Cc1cccc(NC(=O)c2ccc3ccccc3n2)c1C	1	5	3	65*	17	20	88*	77*	11
Cc1ccc(NC(=O)CSc2nccn2Cc2ccco2)cc1	0	6	-6	-5	0	5	8	8	11
Cc1ccc(NC(=O)CCNS(=O)(=O)c2ccc3[nH]c(=O)oc3c2)cc1N(C)C	4	0	1	3	0	13	0	5	11
O=C(CNC(=O)c1ccccc1F)NCc1ccccn1	-10	5	-2	-3	2	-15	8	-7	9
O=C(O)C1C2C=CC(O2)C1C(=O)NCCC1=CCCCC1 (stereo not drawn)	-114	-16	3	-4	19	23	-9	-11	14
Cc1ccc(C)c(NC(=O)CN(C)C(=O)c2cccc(-n3cccc3)c2)c1	4	-4	10	-3	21	-3	-27	14	12
N#Cc1c(C(F)(F)F)cc(-c2ccccc2)nc1SCC(=O)N1CCOCC1	3	-5	-3	-7	1	-115	4	-5	16
CS(=O)(=O)c1cccc(C(=O)Nc2ccc(S(=O)(=O)N3CCCCC3)cc2)c1	1	3	2	2	4	9	6	1	-1
Cc1cc(C)c(S(=O)(=O)N2CCCOC2CNC(=O)C(=O)NCc2cccnc2)c(C)c1 (stereo not drawn)	1	-3	-11	7	-13	5	-4	-5	-3
Cc1ccc(-n2nc3ccc(NC(=O)/C=C/c4ccco4)cc3n2)cc1C	-62	-8	2	15	26	-348	11	-3	11
Cc1cc(C)c(C#N)c(OCC(=O)c2ccccc2)n1	3	8	-2	8	-5	15	2	4	8
Cc1nn(CCC(=O)Nc2cccc(C#N)c2)c(C)c1S(=O)(=O)N1CCCCC1	1	-1	0	-5	-9	23	13	5	-1
Cc1ccc(-n2c(SCC(=O)N3CCCC3)nc3c(c2=O)SCC3)cc1	·	·	·	-5	2	·	-7	0	13
CCOc1cccc(CN2CCC(Oc3ccc(C(=O)NCc4ccccn4)cc3)CC2)c1	-7	7	5	18	2	8	7	12	9
Cc1cc(Cl)nc(Cl)c1C(=O)NCc1ccc(Cl)cc1	-1	-7	-2	5	4	11	0	-2	33
CCOc1cnc(-c2ccc(OC)cc2)o1	2	4	-1	7	-5	8	35	12	18
COc1cc(NC(=O)c2ccc3c(=O)n(Cc4ccco4)c(=S)[nH]c3c2)cc(OC)c1OC	-1	21	5	3	1	28	15	-2	9
COc1ccc(-c2ccc3c(c2)c(C#Cc2ccsc2)c(-c2cc(OC)cc(OC)c2)n3C)cc1	-1	-9	-1	-7	19	-489	-18	-3	2
COc1ccc(Cl)cc1C(=O)NNC(=O)c1cc2ccccc2o1	-1	2	-3	-8	8	-49	-2	-3	5
Cc1ccccc1CS(=O)(=O)c1snnc1C	1	-11	1	-1	5	10	7	-4	25
CSCCC(NC(=O)c1ccc(Cl)cc1)C(=O)OCC(=O)NCc1ccco1 (stereo not drawn)	6	-15	-4	0	8	-1	-6	1	12
CC(=O)c1ccc(OCCCC(=O)OCC(=O)N2CCN(c3ccccc3)CC2)cc1	2	3	1	-2	5	32	8	-4	22
CSCCC(NC(=O)c1ccco1)c1nc2ccccc2[nH]1 (stereo not drawn)	-1	9	-6	0	-12	12	1	-3	5
CC1CCCC(C)N1C(=O)c1cc(-c2cccs2)on1 (stereo not drawn)	2	-8	8	-4	9	14	-1	-3	16
CC1=C(C(=O)OCc2ccccc2)C(c2ccc(Br)cc2)NC(=O)N1CCCCCC(=O)O (stereo not drawn)	0	-20	0	0	11	2	3	-1	17
CCc1ccc(NC(=S)N(CCOC)C2CCN(C(C)=O)CC2)cc1	3	5	-6	9	9	22	5	4	2
Cc1cc(C)n2nc(SCC(=O)Nc3c(C)n(C)n(-c4ccccc4)c3=O)nc2n1	3	0	-3	3	3	3	9	-2	-6
C[n+]1ccc(/C=N/Nc2nc(Cl)c(C#N)c(Cl)c2Cl)cc1	-39	10	3	-10	12	22	-11	-3	37
COc1cc(C(=O)N[C@H](C(=O)OCC(=O)NC2CCCCCC2)C(C)C)cc(OC)c1OC	0	18	4	6	1	5	-7	-5	13
CSc1ncc(CN2CCN(C(C)C)C(CCO)C2)cn1 (stereo not drawn)	0	10	-6	-7	6	7	-20	-4	1
CCCn1c(SCC(=O)Nc2ccccc2CC)nnc1C(C)C	2	-18	1	4	4	10	-13	1	-5
CC(Sc1nnc(C(C)Oc2ccccc2F)o1)C(=O)NCc1ccc2c(c1)OCO2 (stereo not drawn)	-2	10	-5	-4	3	6	16	5	8
CCCCn1c(N)c(N(CC(C)C)C(=O)CSc2nn(-c3ccc(F)cc3)c(=S)s2)c(=O)[nH]c1=O	-12	-6	8	·	·	4	·	·	·
Cc1ccc(-n2c(SCC(=O)O)nc3sc4c(c3c2=O)C(C)CCC4)cc1 (stereo not drawn)	0	-22	13	3	9	-17	-11	7	14
CC(C)(C)NC(=O)c1cccnc1Sc1ccccc1	4	-7	-4	1	-10	12	-16	4	20
NC(=O)c1c(-c2ccccc2)oc2ccc(O)cc12	0	3	8	-1	-1	-132	-6	-4	7
CN(CCc1ccccc1)Cc1nc(-c2cnccn2)no1	2	-10	2	-4	-7	9	2	7	1
COc1ccccc1NC(=O)CCSc1nc(C)cc(C)n1	3	0	-6	1	-2	-1	0	4	3

# (continued)
SMILES	SENP1 FRET inh	PfGluPho inh	HKDC1 inhibitor	SENP8 block-1	Apaf-1 inh	SENP8 block-2	SENP6 block	SENP7 inh	NALP3 yeast inh
CC(CC(=O)O)CC(=O)N1CCN(S(=O)(=O)c2cccs2)CC1 (stereo not drawn)	0	-2	-5	-1	-9	11	-14	5	9
Cc1nn(C)c(C(=O)Nc2ccn(C34CC5CC(CC(C5)C3)C4)n2)c1[N+](=O)[O-]	3	1	11	1	24	6	-12	-2	22
Cc1[nH]n(-c2ccccc2)c(=S)c1C=Nc1ccc([N+](=O)[O-])cc1	1	98*	-9	·	·	22	·	·	·
CN1CC(=O)N2C(c3ccc(Cl)cc3)c3[nH]c4ccccc4c3C[C@H]2C1=O (stereo partly drawn)	-12	9	1	2	4	5	-1	-13	7
O=C(O)C1Nc2c(Cl)cc(Cl)c(Cl)c2C2C=CCC12 (stereo not drawn)	-9	-7	13	·	·	-6	·	·	·
Cc1nn(C(=O)C2CC2)c(C)c1Sc1ccc(Cl)cc1	0	3	4	2	1	12	-20	-8	2
Cn1nccc1C(=O)N/N=C/c1c(O)ccc2ccccc12	-20	-29	-17	0	-8	-45	6	10	28
CCc1ccc(Nc2ncnc3nc[nH]c23)cc1	-4	-11	6	3	-20	-5	5	1	9
CCc1cc2c(=O)n(CC(C)C)cnc2s1	1	-13	-4	-10	0	12	4	3	27
CCCSc1ccc2nc(NC(=O)OC)[nH]c2c1	0	-10	6	-15	11	3	-1	24	5

# Part of the list above, with two lines to a compound:
# Each structure is followed by: SENP1 FRET inh	PfGluPho inh	HKDC1 inhibitor	SENP8 block-1	Apaf-1 inh	SENP8 block-2	SENP6 block	SENP7 inh	NALP3 yeast inh
- O=C(O)C1Nc2c(Cl)cc(Cl)c(Cl)c2C2C=CCC12 (stereo not drawn)
    -9	-7	13	·	·	-6	·	·	·
- Cc1nn(C)c(C(=O)Nc2ccn(C34CC5CC(CC(C5)C3)C4)n2)c1[N+](=O)[O-]
    3	1	11	1	24	6	-12	-2	22

# (next part)
SMILES	SENP1 FRET inh	PfGluPho inh	HKDC1 inhibitor	SENP8 block-1	Apaf-1 inh	SENP8 block-2	SENP6 block	SENP7 inh	NALP3 yeast inh
COc1cc2c(cc1OC)C1=C(C#N)CCC(=O)N1CC2	0	7	-1	-7	50*	27	-15	-5	3
CCOC(=O)N1CCN(C(=O)/C(=C\c2ccc(SC)cc2)NC(=O)c2ccccc2)CC1	-3	-18	-1	-3	3	-10	-16	3	13
CCn1nc(C)c(Oc2ccccc2O)c1C	0	-1	2	0	10	16	-5	6	19
CCOC(=O)CSc1nc(N)c(C#N)c(-c2cccs2)c1C#N	-1	4	4	-11	16	-98	-5	-9	4
CCOC(=O)c1[nH]c2ccc(Br)cc2c1NC(=O)CCN1CCC(C(=O)OCC)CC1	-4	1	0	-1	5	-88	-9	-2	7
CCn1c(COc2ccc(C)cc2)nnc1SCC(=O)Nc1ccc2c(c1)OCCO2	1	-10	-3	-7	30	5	-21	8	24
COc1cccc(CN2C(=O)c3ccccc3S2(=O)=O)c1	1	-15	-2	1	6	7	-7	-8	8
CC1(C)CC(N2CCCCC2)=CC(=[N+]2CCCCC2)C1	-7	-2	-8	6	-9	34	-12	7	9
CC(CCc1ccccc1)NC(=O)CN1CCc2ccccc2C1 (stereo not drawn)	2	2	-1	-15	3	22	2	-13	10
CCc1ccc(OCc2nnc(-c3ccccc3Br)o2)cc1	-1	24	2	6	9	9	9	9	12
O=C(O)CSCCn1cccn1	3	12	-13	4	1	17	6	13	5
CCOC(=O)C1C(c2cccc(F)c2)NC(=S)NC1(O)C(F)(F)F (stereo not drawn)	1	-1	-11	-9	-28	12	-24	-2	15
CC(C)(C)OC(=O)N1CCC(NC(=O)c2[nH]cnc2C(=O)N[C@@H](Cc2ccccc2)C(=O)OCc2ccccc2)CC1	2	17	-1	0	32	-5	-5	-8	5
CCCOC(=O)C[N+](C)(C)CCOC1CC2CCC1(C)C2(C)C (stereo not drawn)	6	-1	-7	-5	-21	20	-2	-1	10
CCN(c1ccccc1)S(=O)(=O)c1cc2c(cc1C)N(C)CCO2	0	16	1	-3	11	1	10	2	13
COc1ccccc1CN1C[C@@H]2C[C@@H](c3ccc(Cl)cc3)N3CCC[C@@]23C1=O	1	-3	-10	1	11	7	26	0	25
